Screens from PubChem.
IDE act: human IDE activators in live cells, primary screen, fluorescence polarization, HEK cells, FAbeta-B substrate | Insulin-degrading enzyme (Homo sapiens), P14735 | FAbeta-B cleavage; 0% vehicle, 100% cell-free pure enzyme wells | activation, % at 5.96 µM | hit rate 0.073% among 340,000;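 active = activation above the mean of all tested compounds plus 3 SD, set per screening campaign, cut at about 17% in these data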
Target sequence (P14735 whole entry, looked up): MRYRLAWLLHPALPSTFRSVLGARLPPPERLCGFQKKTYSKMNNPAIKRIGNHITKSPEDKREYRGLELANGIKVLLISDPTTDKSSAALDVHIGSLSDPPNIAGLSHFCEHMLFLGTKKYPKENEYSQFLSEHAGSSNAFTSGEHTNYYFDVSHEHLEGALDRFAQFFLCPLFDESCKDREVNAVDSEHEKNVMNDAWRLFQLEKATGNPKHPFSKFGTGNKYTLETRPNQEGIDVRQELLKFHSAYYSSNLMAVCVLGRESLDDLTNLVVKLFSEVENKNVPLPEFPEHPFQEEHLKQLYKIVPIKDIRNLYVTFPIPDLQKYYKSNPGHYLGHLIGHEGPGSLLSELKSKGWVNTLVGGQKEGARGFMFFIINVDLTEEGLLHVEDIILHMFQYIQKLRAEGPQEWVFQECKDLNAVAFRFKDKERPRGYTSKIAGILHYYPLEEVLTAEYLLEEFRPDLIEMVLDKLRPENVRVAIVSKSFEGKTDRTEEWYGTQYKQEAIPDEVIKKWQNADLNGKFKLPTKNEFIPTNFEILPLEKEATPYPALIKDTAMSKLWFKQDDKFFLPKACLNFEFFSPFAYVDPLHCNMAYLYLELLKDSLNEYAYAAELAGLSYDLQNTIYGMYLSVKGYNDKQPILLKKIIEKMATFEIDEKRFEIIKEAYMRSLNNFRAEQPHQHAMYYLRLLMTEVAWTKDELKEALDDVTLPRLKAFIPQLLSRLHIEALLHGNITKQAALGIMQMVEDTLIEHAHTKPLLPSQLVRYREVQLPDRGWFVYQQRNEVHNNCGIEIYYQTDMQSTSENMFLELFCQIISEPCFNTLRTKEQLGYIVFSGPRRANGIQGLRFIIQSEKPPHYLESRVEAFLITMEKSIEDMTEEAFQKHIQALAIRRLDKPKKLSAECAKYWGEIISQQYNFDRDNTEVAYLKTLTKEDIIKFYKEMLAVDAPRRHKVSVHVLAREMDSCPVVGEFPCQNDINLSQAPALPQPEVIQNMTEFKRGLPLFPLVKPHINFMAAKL
* marks the source's active call; other numbers are inactive results. Not all compounds are listed; rates above refer to the full screens.

compound,IDE act
O=C(Nc1ccccc1N1CCCC1)C1CCCO1 (configuration not stated),3
COc1cccc(NC(=O)C2=COCCO2)c1,2
CN(Cc1cccc(F)c1)C(=O)Cc1ccc(S(=O)(=O)N2CCOCC2)s1,-1
O=C(Cc1coc2cc(O)ccc12)NNC(=O)c1ccc(Br)s1,-6
O=C1CC(NS(=O)(=O)c2ccc([N+](=O)[O-])cc2)CN1c1ccc(Cl)cc1 (configuration not stated),-3
COc1ccc2sc(-c3ccc(SC)cc3)c(-c3ccc(O)cc3)c2c1,4
Cc1cccc(C(=O)NCC(=O)NCCSc2ccc(Br)cc2)c1,-8
Cc1c(C(=O)NCC(c2ccco2)N(C)C)oc2c(Cl)cccc12 (configuration not stated),10
COc1ccc(C(=O)NOCc2ccccc2)cc1,-2
COc1ccc(NC(=O)CSc2nc3[nH]c(=O)cc(O)c3s2)cc1OC,4
CCOC(=O)C1CCN(S(=O)(=O)CCNC(=O)c2cccc(OC)c2)CC1,-2
COc1ccc2cc([C@H](C)C(=O)OCc3cn(CC(=O)c4ccc(O)cc4)nn3)ccc2c1,3
CN(CCOc1ccccc1)C(=O)c1cc(-c2ccco2)nc2ccccc12,-4
COc1ccc(OC)c(CN2CCN(C(=O)CCC(=O)c3cccs3)CC2)c1,2
COc1ccc(CCC(=O)OCC(=O)NC(=O)c2ccc(Cl)cc2)cc1,-2
N#Cc1ccccc1NS(=O)(=O)c1cc2c3c(c1)CCN3C(=O)CC2,-1
COc1ccc(-c2cc(CCC(=O)N3CCN(c4cc(C)ccc4C)CC3)on2)cc1,2
COC(=O)C1C2CC(C(Br)C2Br)C1C(=O)O (configuration not stated),-1
CSc1nc(N)nc2c1ncn2CC(=O)NCc1ccccc1,5
CC1CCCCN1CC(=O)Nc1ccc2c(c1)OCO2 (configuration not stated),-1
CC(OC(=O)CCCN=C1NS(=O)(=O)c2ccccc21)C(=O)c1ccccc1 (configuration not stated),-1
CCN1CCN(c2ccc(S(=O)(=O)N3CCCCC3)cc2NC(=O)c2cccc(OC(F)F)c2)CC1,-5
COc1ccc(CN(C)C(=O)CNC(=O)c2cccs2)c(OC)c1,4
Cc1nnc(NC(=O)C2CC(=O)N(c3ccc4c(c3)OCCO4)C2)s1 (configuration not stated),7
O=C(COc1ccccc1Cl)Nc1cccc(S(=O)(=O)NC2=NCCCCC2)c1,0
C#CCOCCOCCOCCNc1nc(N2CCN(C(=O)[C@H]([C@@H](C)CC)n3cc(CCC(=O)O)nn3)CC2)nc(N2CCN(C(=O)[C@H](CCCCN)n3cc(CC(C)O)nn3)CC2)n1 (some centres not stated),-2
CC1CCCC(NC(=O)CN2C(=O)NC(Cc3c[nH]c4ccccc34)C2=O)C1C (configuration not stated),5
CCN(Cc1ccccc1)C(=O)CN1C(=O)c2ccccc2S1(=O)=O,0
N#CCCN(C(=O)COC(=O)c1ccc(S(=O)(=O)N2CCOCC2)cc1)c1ccccc1,0
COc1ccc(NC(=O)CN(C)C(=O)c2c(C)nn(-c3ccccc3)c2Cl)cc1,6
COc1cccc(C(=O)NCCS(=O)(=O)NCc2ccco2)c1,2
CC(=O)Nc1ccc(S(=O)(=O)N(C)c2ccc(OCC(=O)Nc3ccccc3C(C)=O)cc2)cc1,1
Cc1cc(Cn2nc(-c3ccccc3)cc2C(=O)NCc2cccc(Br)c2)on1,5
Cc1nnc(SC(C)C(=O)Nc2ccc(N3CCOCC3)cc2)n1Cc1ccccc1 (configuration not stated),4
CCOC(=O)C1CCN(C(=O)COC(=O)C2CCN(S(=O)(=O)c3ccc(C)c(C)c3)CC2)CC1,5
Cc1ccc(S(=O)(=O)NC23CC4CC(CC(C4)C2)C3)cc1,5
CC(C)(C)c1ccc(COC(=O)CN2C(=O)NC3(CCCC3)C2=O)cc1,4
C=CCOc1ccc(/C=C/C(=O)OCC(=O)N2CCC(c3ccccc3)=N2)cc1,-1
Cc1cc(C(=O)CSc2nc3ccc(Cl)cc3[nH]2)c(C)n1Cc1ccco1,2
CCC1(CC(C)C)SC(N)=NC1=O (configuration not stated),-1
COc1cccc(-c2cc3onc(-c4ccccc4)c3c(=O)n2C)c1,5
COc1cc2nc(N(CCCN(C)C)C(=O)c3ccc(S(=O)(=O)N(C)C4CCCCC4)cc3)sc2cc1OC,0
Cc1cc(OCC(=O)OCC(=O)NCC2CCCO2)ccc1Cl (configuration not stated),1
ON(CCc1ccccn1)Cc1ccccc1,-2
COc1ccc2c(COC(=O)c3ccc(C)c(S(=O)(=O)N4CCOCC4)c3)cc(=O)oc2c1,-1
COCCNC(=O)C(=O)Nc1ccc2c(c1)N(S(=O)(=O)c1cccs1)CCC2,4
N#Cc1ccccc1COC(=O)CCC(=O)c1cccs1,1
CCC(CO)Oc1cc(NCc2ccc(C(F)(F)F)cc2)c2ncn(C(C)C)c2c1 (configuration not stated),2
CCCCOC(=O)COc1ccc(Cl)cc1Cl,-1
C[C@H](CO)N1C[C@H](C)[C@H](CN(C)S(=O)(=O)c2cccs2)Oc2ccc(NC(=O)Nc3ccc4c(c3)OCO4)cc2CC1=O,1

(list continues)
compound,IDE act
COc1cc(C(=O)OCC(=O)NC2CCCCC2)cc2c1OCCO2,-2
CC(=O)C1CCC2C3CC(C)C4=CC(=O)CCC4(C)C3C(=O)CC12C (configuration not stated),-31
O=C(NCc1ccccc1)c1ccc(C(=O)NCc2ccccc2)cc1,4
CC1CN(C(=O)COC(=O)c2ccc3ncsc3c2)CC(C)O1 (configuration not stated),6
COc1cc(OC)cc(C(=O)NCCCCc2ccccc2)c1,-1
COc1ccc([C@H]2C(C(=O)O)=C[C@@H](CC3CCCC3)N2S(=O)(=O)c2ccc(C)cc2)cc1OC,-1
CC(OC(=O)CNC(=O)c1ccc(Cl)cc1)C(=O)NC1CCCCC1C (configuration not stated),3
CC1(CCc2ccccc2)NC(=O)N(CC(=O)N2CCCCCC2)C1=O (configuration not stated),5
O=CN(Cc1ccccc1)c1cc([N+](=O)[O-])ccc1OCc1ccccc1,4
COc1ccccc1COC(=O)c1ccc(S(=O)(=O)N2CCOCC2)cc1,0
OCC[C@H]1C[C@H](O)[C@@H](O)[C@@]2(CCc3ccccc3CO2)O1,3
CCCN(C(=O)c1cccc(-n2cccc2)c1)c1c(N)n(Cc2ccccc2)c(=O)[nH]c1=O,-1
COc1ccccc1C(CNC(=O)c1cccc(S(=O)(=O)Nc2ccc(C)cc2)c1)N1CCCC1 (configuration not stated),0
CC(=O)c1c(C)[nH]c(C(=O)COc2ccc3c(C)cc(=O)oc3c2)c1C,0
Cc1ccc(C(=O)C(C)OC(=O)CCN=C2NS(=O)(=O)c3ccccc32)cc1 (configuration not stated),4
COc1ccc(S(=O)(=O)NCCC(=O)OCC(=O)c2ccc[nH]2)cc1[N+](=O)[O-],6
O=C(NCC1CCCO1)c1cccc(S(=O)(=O)N2CCCCC2)c1 (configuration not stated),6
O=C(CN1C(=O)NC2(CCc3ccccc32)C1=O)Nc1ccccc1Cl (configuration not stated),-1
O=C(Cc1ccc(Br)cc1)NNC(=O)c1cccs1,6
Cc1ccc(S(=O)(=O)NCCC(=O)N2CCCCCCC2)cc1C,5
CCOc1ccc(OCC(=O)OCC(=O)NNC(=O)c2ccc([N+](=O)[O-])cc2)cc1,2
CC(CCc1ccccc1)NC(=O)c1ccc(-n2cncn2)c([N+](=O)[O-])c1 (configuration not stated),4
Cc1ccc(S(=O)(=O)NN=Cc2ccc(N3CCOCC3)cc2)cc1[N+](=O)[O-],-4
COc1ccc(C)cc1NC(=O)C(c1ccccc1)N1CCN(CC(=O)NC2CC2)CC1 (configuration not stated),6
Oc1ccccc1Cc1c(O)ccc2ccccc12,1
COc1ccc(-n2nnnc2SCC(=O)N2CCCC2=O)cc1,1
COc1ccc(C(=O)NCCS(=O)(=O)N2CCc3ccccc3C2)cc1OC,0
COC(=O)c1ccc(CNC(=O)c2ccc3c(c2)NC(=O)CS3)cc1,2
N#Cc1ccc(C(=O)NN2C(=O)NC3(CCCCC3)C2=O)cc1,4
NC(=O)C1(Nc2ccc(-c3ccc(Cl)cc3)cc2)CCCC1,-5
CCCCOc1ccc(C(=O)NCC(=O)N2CC(C)OC(C)C2)cc1 (configuration not stated),-1
COc1cccc(C(=O)OCC(=O)NCCC2=CCCCC2)c1,-2
Nc1ncnc2c1ncn2[C@@H]1O[C@H](CNC(=O)[C@H]2CCC(=O)N2)[C@@H](O)[C@H]1O,8
CC(C)NC(=O)Nc1cccc2c1O[C@H](CN(C)C(=O)Nc1ccccc1)[C@@H](C)CN([C@H](C)CO)C2=O,6
Cc1ccccc1-n1c(-c2ccc(Br)o2)n[nH]c1=S,3
Cc1ccc(NC(=O)CSCC(=O)Nc2ccccc2N2CCCC2)cc1,-1
COc1cccc(-c2ccc3nnc(SCC(=O)Nc4ccc(NC(C)=O)cc4)n3n2)c1,-1
O=C1NC[C@H](Cc2ccccc2)N(C[C@H]2CCCN2C[C@H](Cc2ccccc2)N2C[C@H](Cc3ccc(O)cc3)N(CC3CCCCCC3)C(=O)C2=O)C1=O,1
Cc1csc(NC(=O)C2=COCCO2)n1,5
CCN(CC)CCn1c2c(c(SCC(=O)Nc3ccccc3Cl)nc1=O)CCC2,4

Reformatted field by field: part of the list above.
CCCCOc1ccc(C(=O)NCC(=O)N2CC(C)OC(C)C2)cc1 (configuration not stated)
- IDE act: -1

COc1cccc(C(=O)OCC(=O)NCCC2=CCCCC2)c1
- IDE act: -2

Nc1ncnc2c1ncn2[C@@H]1O[C@H](CNC(=O)[C@H]2CCC(=O)N2)[C@@H](O)[C@H]1O
- IDE act: 8

Taken from the listing (three entries):
compound,IDE act
CCCCOc1ccc(C(=O)NCC(=O)N2CC(C)OC(C)C2)cc1 (configuration not stated),-1
COc1cccc(C(=O)OCC(=O)NCCC2=CCCCC2)c1,-2
Nc1ncnc2c1ncn2[C@@H]1O[C@H](CNC(=O)[C@H]2CCC(=O)N2)[C@@H](O)[C@H]1O,8

More compounds.
compound,IDE act
CCOC(=O)C(=Cc1ccc2c(c1)OCO2)c1ccccc1,5
CCN1CCN(c2ccc(N3CCN(C(=O)c4ccc(Br)o4)CC3)nn2)CC1,2
Nc1ncnc2c1ncn2[C@@H]1O[C@H](CNCc2ccccc2OCC(=O)N2CCCCC2)[C@@H](O)[C@H]1O,7
COc1ccc(C(CNC(=O)CN2C(=O)NC(C)(c3ccc4ccccc4c3)C2=O)N2CCCC2)cc1 (configuration not stated),6
COc1ccc(CNc2nc(NCc3ccc(OC)cc3)c3ncn(C4CCCC4)c3n2)cc1,2
O=C(c1cccc(S(=O)(=O)N2CCN(c3ccccc3)CC2)c1)N1CCCC(C(F)(F)F)C1 (configuration not stated),2
COC(=O)C1CCN(C(=O)COc2ccc(S(=O)(=O)N3CCOCC3)cc2Cl)CC1,4
COc1ccc(NC(=O)COc2ccc3c(C)cc(=O)oc3c2)cc1S(=O)(=O)N1CCCCC1,6
CCc1noc(C)c1C(=O)N1CCN(c2cccc(C)c2C)CC1,1
CCN1CCN(c2ccc(S(=O)(=O)N3CCCCC3)cc2NC(=O)c2ccc(C)c(C)c2)CC1,3
Cc1ccc(C(=O)NCCCNC(=O)COc2ccc(Cl)c(C)c2)cn1,1
Nc1nccnc1C(=O)OCC(=O)NCCc1ccc(Cl)cc1,1
CC(C)(C)OC(=O)C[C@H]1C/C=C\C[C@@H](CC(=O)N(CCO)Cc2ccccc2)C(=O)N[C@@H](Cc2ccccc2)COC1=O,6
Cc1cc(C)cc(NC(=O)COc2coc(CN3CCc4ccccc43)cc2=O)c1,2
CN(C(=O)COC(=O)C(C)(C)Oc1ccc(Cl)cc1)c1c(N)n(Cc2ccccc2)c(=O)[nH]c1=O,7
Cc1cc(C(=O)NN=Cc2ccc(OC(=O)c3ccco3)cc2)c(C)o1,-6
Cc1cc(-n2c(C)cc(C(=O)CSc3[nH]c(=O)cc(C(F)(F)F)c3C#N)c2C)no1,5
C[C@@H]1CN([C@@H](C)CO)C(=O)c2cccc(NS(C)(=O)=O)c2O[C@H]1CN(C)CC1CCCCC1,1
CN(C)CC/C=C1/c2ccccc2CS(=O)(=O)c2ccccc21,1
COc1ccc(NS(=O)(=O)c2cccc(C(=O)NCC3(N4CCCCC4)CCCCC3)c2)cc1,5
O=C(NC1CC1)c1ccc(NC(=O)C2CCCC2)cc1,2
O=C(OCC(=O)N1CCCC1=O)c1cc2ccccc2o1,2
COc1cccc(C2c3cc4c(cc3OC(C)(N3CCCC3)C2C)OCO4)c1O (configuration not stated),2
COCCCNC(=O)CC1C[C@H](C(=O)N2CCCCC2)[C@@]2(C)c3[nH]c4ccc(OC)cc4c3CCN2C1=O (some centres not stated),7
COc1ccc(CNC(=O)COC(=O)c2ccc(S(=O)(=O)N3CCCCC3)cc2)cc1,4
CCOC(=O)c1c(NC(=O)CN2C(=O)NC3(CCCCC3C)C2=O)sc(C)c1CC (configuration not stated),4
COc1ccc([C@H]2CC(=O)C=C(c3ccc4ncccc4c3)C2)cc1OC,0
CCC(C)N(C(=O)COc1ccc(-c2nnco2)cc1)C1CCS(=O)(=O)C1 (configuration not stated),0
CCOC(=O)c1ccc(-c2ccc3oc(-c4ccsc4)cc(=O)c3c2)cc1F,-2
O=C(CN1C(=O)c2cccc([N+](=O)[O-])c2C1=O)N1CCN(S(=O)(=O)c2ccccc2)CC1,4
